# Mtb UGM inh – Mtb UDP-galactopyranose mutase inhibition; P9WIQ1; purified UGM, fluorescence polarization probe displacement; inhibition, % at 10 µM; 320,000 tested, 0.06% active; AID 504406; in the data active means inhibition above about 10%, passing the limit was not always enough
# SSB-PriA inh – inhibitors of Klebsiella pneumoniae PriA binding to SSB C-terminal tail. inhibition, % at 33 µM. 430,000 tested, 0.6% active. AlphaScreen SSBct-PriA binding, biotinylated peptide; in the data active means inhibition mostly above about 37%, no sharp cut-off; inactive means mostly below about 20%;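 further: plate controls were negative control peptide for no effect and reference peptide for full effect; strong numbers were not always called active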
# Mtb FBA inh – inhibitors of M. tuberculosis fructose-bisphosphate aldolase | P9WQA3 | purified M. tuberculosis FBA, fluorescence read-out | inhibition, % at 1 µM | 360,000 tested, 2.3% active; in the data active means inhibition above about 27%;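 further: 0% = vehicle and 100% = reference inhibitor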
# Target sequence (P9WQA3 whole entry, looked up): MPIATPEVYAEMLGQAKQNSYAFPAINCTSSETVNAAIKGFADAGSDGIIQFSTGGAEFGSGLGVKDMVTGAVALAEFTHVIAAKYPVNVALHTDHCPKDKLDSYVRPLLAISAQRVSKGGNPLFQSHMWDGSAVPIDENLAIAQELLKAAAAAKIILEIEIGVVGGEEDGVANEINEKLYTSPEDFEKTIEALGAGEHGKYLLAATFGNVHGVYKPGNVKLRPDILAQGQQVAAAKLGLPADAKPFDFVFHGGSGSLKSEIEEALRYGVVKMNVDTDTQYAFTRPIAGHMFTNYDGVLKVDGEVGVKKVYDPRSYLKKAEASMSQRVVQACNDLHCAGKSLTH
# SARS 3CLpro inh – SARS-CoV 3CLpro protease inhibition. recombinant SARS-CoV 3CLpro, quenched FRET peptide cleavage. inhibition, % at 6 µM. 290,000 tested, 0.14% active. AID 1706; in the data active means inhibition above about 12%
# GDH-TPI counter – inhibits GDH-TPI coupling enzymes, artifact for Mtb FBA screen; GDH-TPI coupled enzyme counterscreen, NADH absorbance; inhibition, % at 4.8 µM; 360,000 tested, 1.2% active; AID 588335; in the data active means inhibition above about 30%;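 further: 0% = DMSO wells and 100% = wells lacking the enzyme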
# Rv3671c protease – inhibits the M. tuberculosis serine protease Rv3671c; inhibition, % at 5.96 µM; 320,000 tested, 0.048% active; AID 2606; in the data active means inhibition above about 38%;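 further: extracellular domain of Rv3671c used as enzyme; 0% = enzyme with DMSO and 100% = no enzyme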
# Target sequence (P9WHR9 whole entry, looked up, the tested form may be a part): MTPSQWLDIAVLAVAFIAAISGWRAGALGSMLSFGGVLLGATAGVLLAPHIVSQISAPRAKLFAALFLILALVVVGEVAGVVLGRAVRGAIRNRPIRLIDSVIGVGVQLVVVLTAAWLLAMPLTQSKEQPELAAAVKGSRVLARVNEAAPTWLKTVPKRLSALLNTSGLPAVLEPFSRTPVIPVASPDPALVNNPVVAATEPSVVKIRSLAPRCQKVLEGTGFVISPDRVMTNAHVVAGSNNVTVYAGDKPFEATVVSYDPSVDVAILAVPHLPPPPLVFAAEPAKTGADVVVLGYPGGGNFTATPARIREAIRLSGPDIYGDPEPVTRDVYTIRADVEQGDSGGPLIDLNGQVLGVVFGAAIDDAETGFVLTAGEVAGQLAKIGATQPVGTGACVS
# BH1578 lux ind – inducers of Vibrio cholerae quorum light production without autoinducers; 350,000 tested, 0.16% active; activation, % at 18.7 µM; V. cholerae BH1578 lux reporter, luminescence, 6 h; AID 588436; in the data active means activation mostly above about 9.7%, no sharp cut-off; further: not every result past the cut was called active; inactives centre near 0; reference of the scale not given here
# VHR inh abs – inhibitors of human VHR1 phosphatase (DUSP3). P51452. 290,000 tested, 0.52% active. inhibition, % at 13.3 µM. recombinant VHR phosphatase, pNPP absorbance. AID 1654; in the data active means inhibition above about 50%; further: some compounds called inactive have numbers as strong as hits
# Target sequence (P51452 whole entry, looked up): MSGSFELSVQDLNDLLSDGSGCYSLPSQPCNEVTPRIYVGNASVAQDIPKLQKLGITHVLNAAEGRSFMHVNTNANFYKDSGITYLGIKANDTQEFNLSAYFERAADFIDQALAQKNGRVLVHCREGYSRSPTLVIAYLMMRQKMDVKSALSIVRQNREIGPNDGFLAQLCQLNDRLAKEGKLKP
# MazEF act – increases E. coli MazEF RNase cleavage of RNA; FAM/BHQ RNA-DNA oligo cleavage fluorescence, 5 h; activation, % at 20 µM; 350,000 tested, 0.32% active; in the data active means activation above about 50%
# Target sequence (P0AE70 whole entry, looked up): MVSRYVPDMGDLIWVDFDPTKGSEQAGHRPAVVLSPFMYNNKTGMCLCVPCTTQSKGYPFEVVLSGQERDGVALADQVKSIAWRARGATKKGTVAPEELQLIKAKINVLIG
# BioA inh – inhibitors of Mycobacterium tuberculosis BioA enzyme. purified M. tuberculosis BioA enzyme, plate reader. inhibition, % at 9.99 µM. 360,000 tested, 0.096% active. AID 602481; in the data active means inhibition above about 40%
# Active calls of the source: *; i = inactive; / = no result given; & = joins results of further samples.
SMILES,Mtb UGM inh,SSB-PriA inh,Mtb FBA inh,SARS 3CLpro inh,GDH-TPI counter,Rv3671c protease,BH1578 lux ind,VHR inh abs,MazEF act,BioA inh
O=C(O)CN(c1ccccc1F)S(=O)(=O)c1ccccc1,1.2,-15,-2,-7,5,-1,i,-1,5,-1.7
O=C(/C=C/c1ccc(OCCCF)cc1)N1CCOCC1,-0.9,3,-1,4,0,4,0.6,10,5,-2.7
CCCCCC(=O)NC(=S)Nc1ccc(N2CCCCC2)c(Cl)c1,-0.4,-18,-1,-2,4,-8,i,19,-13,-6.0
COc1ccccc1/C=N/NC(=O)CNC(=O)c1ccc(S(=O)(=O)N2CCCC2)cc1,-0.3,/,-2,0,9,-16,-0.2,13,13,/
Cc1ccc(N(C(=O)c2ccc3c(c2)OCO3)C2C=CS(=O)(=O)C2)cc1 (configuration not stated),4.7,11,0,1,-7,10,6.2,16,-8,1.2
COc1cccc(NC(=O)C2CCN(S(=O)(=O)c3ccc4c(c3)OCCO4)CC2)c1,-0.9,-15,2,6,-6,-8,i,15,9,7.0
Brc1ccc(-c2nnc3c4ccccc4nc(N4CCOCC4)n23)cc1,-2.3,-3,2,3,10,4,-0.3,23,6,-0.3
Cc1ccc(NCC(=O)N=Nc2c(O)n(C)c3ccccc23)cc1,0.3,11,0,-4,12,-5,-2.9,25,13,/
CCc1ccc(NC(=O)C/C(C)=N/NC(=O)OCc2ccc(OC)cc2)cc1,-1.6,/,-3,-1,10,2,-0.5,17,8,0.7
CCN(CC)CCn1c(=S)[nH]c2cc(C(=O)NCc3ccc(C)cc3)ccc2c1=O,0.1,-10,-1,3,4,4,-0.2,30,15,-1.0
COc1ccc(NC(=O)c2ccco2)cc1N,1.9,3,-2,-5,9,10,i,18,-27,2.3
CCOC(=O)Cc1csc(NC(=O)COc2ccc(OC)cc2)n1,2.4,-11,0,-2,8,-3,-0.1,-4,-5,-0.3
COc1ccc(CCNC(=O)CN2C(=O)NC(CCSC)C2=O)cc1 (configuration not stated),-0.7,0,3,2,6,2,0.6,20,5,/
COc1ccc(OC)c(S(=O)(=O)N2CCN(CC(O)COc3ccccc3)CC2)c1 (configuration not stated),0.5,-7,3,4,5,6,i,27,10,0.9
Cc1ccccc1C(=O)NC=C1C(=O)OC(C)(C)OC1=O,4.3,-31,0,2,-9,2,-0.9,10,-10,-1.0
COc1cccc(-c2nc(CS(=O)CC(=O)NCCCOC(C)C)c(C)o2)c1 (configuration not stated),-1.1,-10,1,2,-3,-5,i,3,5,/
O=C(CCc1nc2sc3c(c2c(=O)[nH]1)CCCC3)Nc1ccccc1Cl,-0.3,-5,1,/,6,-20,0.1,/,-17,-0.8
O=C(NC1(C(F)(F)F)NC(=O)N(C2CCCCC2)C1=O)c1ccco1 (configuration not stated),-2.0,-3,5,-1,3,6,-0.4,-24,-26,/
CCCS(=O)(=O)N1CCCC(C(=O)NCCc2ccc(OC)c(OC)c2)C1 (configuration not stated),4.3,-9,-1,-1,-9,4,/,5,3,0.0
COc1ccccc1N1CCN(CCc2n[nH]c(=S)n2-c2ccccc2)CC1,-0.4,1,5,-2,-10,4,-0.3,11,1,-0.1
CC(C)COC(=O)Nc1ccc(C(=O)O)cc1,-0.1,-17,0,1,4,0,i,12,7,/
CC(C)Oc1ccc(-c2nc(NCC3CCCO3)c3ccccc3n2)cc1 (configuration not stated),3.3,-6,4,4,-1,-8,-1.1,-11,5,-1.8
COc1ccc(C)cc1C(=O)C1CC(C(=O)O)C(C)(C)C1C (configuration not stated),-0.1,-5,-2,4,1,-1,i,23,-4,/
CC(C)=CCC/C(C)=C/CNC(=O)C[C@H]1C[C@H](C(=O)N(C(C)C)C(C)C)[C@@]2(C)c3[nH]c4cc(CCC(=O)N(C)C)ccc4c3CCN2C1=O,/,9,4,/,5,/,i,/,14,-1.6
CC(Cc1ccccc1)[n+]1cc(/N=C(\N)[O-])on1 (configuration not stated),-0.3,/,0,0,10,8,-0.7,2,3,4.7

# Next part.
SMILES,Mtb UGM inh,SSB-PriA inh,Mtb FBA inh,SARS 3CLpro inh,GDH-TPI counter,Rv3671c protease,BH1578 lux ind,VHR inh abs,MazEF act,BioA inh
O=C1CCCC2=C1C1(CCCC1)N=C(Nc1nc3ccccc3o1)N2,/,/,1,/,12,/,i,24,/,-1.0
COc1ccc(S(=O)(=O)N2CCC(n3cnc4cc(C(F)(F)F)ccc43)CC2)cc1,0.6,-10,0,6,6,8,9.1,3,0,1.5
Cc1cc(-n2c(C)cc(C(=O)CN3C(=O)NC4(CCCCC4C)C3=O)c2C)no1 (configuration not stated),0.2,10,4,1,-4,-1,i,49,-10,-1.2
CCOc1ccc(NCCC(=O)c2ccc3c(c2)OCO3)cc1,-0.4,33,0,0,18,7,-0.4,-19,4,-1.9
O=C(COc1ccccc1)Nc1nnc(COc2ccccc2)s1,-1.5,-9,1,-3,-1,/,i,11,9,-0.9
O=C(Nc1cccc(Cl)c1)C1CCCN(S(=O)(=O)c2cnc[nH]2)C1 (configuration not stated),2.3,-12,0,2,2,-1,-0.6,12,8,-0.2
CSc1nnnn1CCn1nnnc1SC,2.7,-10,-3,8,18,-10,-1.0,22,-3,-5.5
C[C@H](NC(=O)N1CCn2c1nc1ccccc12)C(=O)NCc1ccccc1,0.5,11,2,1,-6,-5,-3.1,4,5,-0.9
C[C@@H]1CN([C@@H](C)CO)C(=O)CCCn2nncc2CO[C@@H]1CN(C)C(=O)Nc1cccc(C(F)(F)F)c1,/,/,2,/,8,/,i,/,10,-1.0&-0.4
Cc1sc2ncnc(N/N=C/c3ccccc3O)c2c1C,-0.3,/,0,3,35*,25,-0.3,2,-11,-0.8
O=C(c1cccc(S(=O)(=O)N2CCCC2)c1)N1CCCc2ccccc21,-2.2,-7,-4,3,-3,-12,-0.1,7,-17,/
Nc1ccc(S(=O)(=O)NC2(C(F)(F)F)NC(=O)N(c3ccccc3Cl)C2=O)cc1 (configuration not stated),-0.6,-8,-3,-1,-2,-2,-0.3,1,9,/
COC(=O)C(C)Sc1nnc(Cc2cc(=O)[nH]c(=O)[nH]2)n1-c1ccc(Cl)cc1 (configuration not stated),4.2,-5,-1,0,6,1,-0.5,38,/,-6.6
CC[C@@H]1C=C(C(=O)O)[C@H](c2ccc(C)cc2)N1S(=O)(=O)c1ccc(C)cc1,-3.8,-7,2,/,4,0,i,/,8,-0.6
O=C(O)C(O)(c1ccccc1)C1CCCC1 (configuration not stated),-0.2,-9,2,-3,-9,-3,-15,16,3,-0.4
Cc1cc(C)c(S(C)(=O)=O)c(S(=O)c2ccc(Cl)cc2)n1 (configuration not stated),-1.6,0,2,0,6,-2,1.1,14,0,/
O=C(c1ccco1)N1CCN(C(=S)Nc2cc(F)cc(F)c2)CC1,2.6,-8,-2,3,3,3,0.4,4,-1,-0.1
CC(C(=O)N1CCc2ccccc21)N1CCN(S(=O)(=O)c2ccc3c(c2)OCCCO3)CC1 (configuration not stated),/,-5,-3,/,-7,/,i,/,8,-1.1
Nc1nc(SCC(=O)NC2CCCCC2)[nH]c(=O)c1-c1ccccc1,0.0,14,3,-2,4,-4,i,17,-8,-1.6
N/C(=N\c1nc2c(c(=O)[nH]1)CCC2)Nc1ccccc1C(F)(F)F,-0.1,/,2,0,14,-1,-3.9,27,4,-1.8
CN(C)CCSC1c2ccccc2CSc2ccccc21 (configuration not stated),1.2,-12,1,/,-11,4,i,/,8,1.6
Cc1cccc(NC(=S)N2CCCC2)c1,-0.5,-12,2,-1,5,4,-3.1,19,-2,-1.1
O=C(OCc1ccccc1)c1ccccc1,-0.8,-26,2,/,-1,2,-0.4,/,5,-0.2
O=C(NC(Cc1ccccc1)C(=O)O)c1ccco1 (configuration not stated),-0.2,-10,1,-4,-3,-17,i,0,-13,/
Cc1sc(N/N=C/c2cc([N+](=O)[O-])ccc2O)nc1-c1ccccc1,1.0,/,-1,-2,-3,5,i,15,3,/

# (next part)
SMILES,Mtb UGM inh,SSB-PriA inh,Mtb FBA inh,SARS 3CLpro inh,GDH-TPI counter,Rv3671c protease,BH1578 lux ind,VHR inh abs,MazEF act,BioA inh
COc1ccc(Nc2oc(-c3cccs3)nc2C#N)cc1,2.5,-8,10,-1,16,-5,i,33,-2,/
CCOC(=O)N1CCN(CCC(=O)Nc2cc(C)ccc2C)CC1,-0.4,-24,1,5,-11,-2,2.3,-9,0,-0.7
CCOC(=O)C1CCN(C(=O)Cn2c(=O)oc3cc(S(=O)(=O)N4CCCC4)ccc32)CC1,0.4,-6,-1,1,12,-3,-0.2,21,5,-0.4
COc1ccc(NC(=O)Cn2c(=O)n(CCC(=O)NCC3CCCO3)c(=O)c3cc(OC)c(OC)cc32)cc1 (configuration not stated),2.6,0,3,4,0,-1,-1.3,17,8,4.1
CCC(C(=O)NCCCN1CCN(C)CC1)n1nc(C)c2sc3ccccc3c2c1=O (configuration not stated),-2.2,7,7,-2,8,-14,-0.4,28,15,-0.9
O=C(Cc1ccc([N+](=O)[O-])cc1)NCc1ccccn1,-4.5,-2,-1,4,-3,5,-0.3,19,-5,/
COC(=O)Cn1c(=O)c2c(nc3n2CCCN3Cc2ccccc2)n(C)c1=O,3.1,-18,1,-2,-4,-6,i,-15,8,5.1
CN1CCC(=NNC(=O)c2ccc(N(Cc3ccccc3Cl)S(C)(=O)=O)cc2)CC1,-5.2,3,1,3,4,-38,-0.5,-2,3,/
CCC1CCCCN1c1nc(-c2cccc(OC)c2O)nc2ccccc12 (configuration not stated),-0.4,7,0,2,17,1,2.0,-18,3,-0.9
CCOc1ccc(CCNC(=O)C2CCCN(c3nn4c(=O)cc(C)nc4s3)C2)cc1OCC (configuration not stated),0.7,-17,0,-1,1,-4,-2.6,-11,4,0.5
Cc1ccc(-c2nnn(CC(=O)N(c3cccc(F)c3)C(C(=O)NC3CCCC3)c3ccco3)n2)o1 (configuration not stated),-0.8,-6,1,-6,-7,2,4.2,24,-24,0.6
Cc1cc(C)cc(C(=O)NC(CC(N)=O)c2ccc(NCC3CC3)c([N+](=O)[O-])c2)c1 (configuration not stated),-1.8,10,0,-3,1,-1,i,-22,4,0.9
Cc1cc(N2CCN(S(=O)(=O)c3ccccc3)CC2)nc2c(C)cccc12,-2.6,-2,3,2,-2,-17,-0.7,24,-3,-1.1
CCOC(=O)CN(C(=O)COc1nc(-c2ccccc2)cc(C)c1C#N)c1ccccc1,-2.6,4,-1,-6,-4,-1,0.6,5,2,/
CCN1C(=O)[C@H]2[C@H]3CN=C(SCC4CC4)N3[C@@](CC)(C(=O)OC)[C@H]2C1=O,/,-5,3,/,15,/,-0.2,/,14,-0.3
O=C(N/N=C/c1ccccc1)c1cc(=O)[nH]c2ccccc12,0.5,/,2,5,16,5,-1.3,1,-2,0.7
Cc1cccc[n+]1CC(=O)Nc1ccc([N+](=O)[O-])cc1,-0.2,-5,-2,2,20,2,-0.6,4,11,-2.5
COc1ccc(C2CC(c3ccccc3O)=NN2C(=O)c2ccccc2)cc1OC (configuration not stated),-2.0,8,-1,5,18,-12,-0.9,/,0,1.0

# Compounds from the list above with a COOH group:
SMILES,Mtb UGM inh,SSB-PriA inh,Mtb FBA inh,SARS 3CLpro inh,GDH-TPI counter,Rv3671c protease,BH1578 lux ind,VHR inh abs,MazEF act,BioA inh
O=C(O)CN(c1ccccc1F)S(=O)(=O)c1ccccc1,1.2,-15,-2,-7,5,-1,i,-1,5,-1.7
CC(C)COC(=O)Nc1ccc(C(=O)O)cc1,-0.1,-17,0,1,4,0,i,12,7,/
COc1ccc(C)cc1C(=O)C1CC(C(=O)O)C(C)(C)C1C (configuration not stated),-0.1,-5,-2,4,1,-1,i,23,-4,/
CC[C@@H]1C=C(C(=O)O)[C@H](c2ccc(C)cc2)N1S(=O)(=O)c1ccc(C)cc1,-3.8,-7,2,/,4,0,i,/,8,-0.6
O=C(O)C(O)(c1ccccc1)C1CCCC1 (configuration not stated),-0.2,-9,2,-3,-9,-3,-15,16,3,-0.4
O=C(NC(Cc1ccccc1)C(=O)O)c1ccco1 (configuration not stated),-0.2,-10,1,-4,-3,-17,i,0,-13,/

# Not all compounds are listed. The share of hits here may be higher or lower than overall.
